# Luc counter: Counterscreen for Luciferase (Kinase-Glo TM) Inhibition | Luciferin 4-monooxygenase (Photuris pensylvanica), Q27757 | Kinase-Glo luciferase, ATP luminescence, 8 min | Potency, µM (series often up to 38.3 µM), without a hit: at the highest dose activity change, negative = inhibition, usual class: inhibitors | 200,000 compounds, 0.28% hits; further: potency means the concentration at half of the fitted maximal effect; on the % scale 0 is the no-effect control and ±100 the full control effect; nearly all actives have a fitted effect of over 60% in size
#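 Compound is pinned into ATP-containing buffer (10 uM ATP, imidazole pH 7.2, 7 mM MgCl2). Kinase-Glo luciferase reagent is then added. Light output is recorded following an 8-min room-temperature incubation.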
# LMNA splice mod: qHTS Assay for Modulators of Lamin A Splicing | 200,000 compounds, 0.01% hits | AID 1487, 2009 | Potency, µM (series often up to 46.1 µM), for the others: top-dose ratio change, negative = inhibition, actives largely listed as inhibitors | HeLa LMNA splicing GFP/RFP minigene ratio, 48 h; active means well fitted inhibition curve with a large enough effect in the signal ratio, with a control signal flat, not every such curve was filed as active; inconclusive means small, poorly fitted or top-dose-only effect, or effect the other way, or a change in a side signal; the % refers to the signal ratio; further: potency means the concentration at half of the fitted maximal effect; on the % scale 0 is the no-effect control and ±100 the full control effect
#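 S3 HeLa stable clones carrying a lamin A-EGFP splicing minigene plus DsRed2 were seeded at 600 cells/well in Opti-MEM with 2% FBS, pin-dosed and incubated 48 h at 37°C. Acumen cytometry (488 nm) gave the GFP/RFP total-intensity ratio.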
# HttQ103 aggreg: qHTS Multiplex Assay to Identify Dual Action Probes in a Cell Model of Huntington: Aggregate Formation (GFP); PC12 HttQ103-GFP aggregates, Acumen cytometry, 40 h; Potency, µM (titrated, usually from 46.1 µM), without a hit: top-dose activity change, negative = inhibition, actives largely listed as inhibitors; 220,000 compounds, 1.1% hits; AID 1688, 2009; further: potency means the concentration at half of the fitted maximal effect; on the % scale 0 is the no-effect control and ±100 the full control effect; nearly all actives have a fitted effect of over 60% in size
#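 Huntingtin Q103 exon 1–GFP aggregates in induced PC12 cells (100 nM tebufenozide) were quantified by cytometry from lysates, with compounds dosed in titration.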
# IMPase Li cell: qHTS Assay for Identifying the Cell-Membrane Permeable IMPase Inhibitors: Potentiation with Lithium | AID 1457, 2008 | 210,000 compounds, 0.35% hits | Potency, µM (series often up to 59.4 µM), for inactives: top-dose activity, negative = IMPase inhibition, actives largely listed as inhibitors | CHO-M1 cells, IP1 TR-FRET (IP-One), carbachol + lithium;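 further: IP1 builds up when IMPase is blocked and the TR-FRET signal falls; potency means the concentration at half of the fitted maximal effect; plate controls were basal vehicle for no effect and high inhibitor control for full effect; nearly all actives have a fitted effect of over 50% in size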
#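 Lithium-sensitised IP1 accumulation assay; M1-expressing CHO cells treated 30 min at 37C with compound. Competitive antibody detection by time-resolved FRET followed a 10 min room-temperature lysis step.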
# NPSR antagonist: qHTS Assay for Antagonists of the Neuropeptide S Receptor: cAMP Signal Transduction; Q6W5P4; CHO-NPSR cells, cAMP TR-FRET, antagonist mode; Potency, µM (highest dose often 38.3 µM), for inactives: top-dose activity change, negative = inhibition, usual class: inhibitors; 220,000 compounds, 1% hits; AID 1461, 2008; further: potency means the concentration at half of the fitted maximal effect; on the % scale 0 is the no-effect control and ±100 the full control effect; nearly all actives have a fitted effect of over 50% in size; many of its hits are not listed in these tables
# Target sequence (Q6W5P4 whole entry, looked up): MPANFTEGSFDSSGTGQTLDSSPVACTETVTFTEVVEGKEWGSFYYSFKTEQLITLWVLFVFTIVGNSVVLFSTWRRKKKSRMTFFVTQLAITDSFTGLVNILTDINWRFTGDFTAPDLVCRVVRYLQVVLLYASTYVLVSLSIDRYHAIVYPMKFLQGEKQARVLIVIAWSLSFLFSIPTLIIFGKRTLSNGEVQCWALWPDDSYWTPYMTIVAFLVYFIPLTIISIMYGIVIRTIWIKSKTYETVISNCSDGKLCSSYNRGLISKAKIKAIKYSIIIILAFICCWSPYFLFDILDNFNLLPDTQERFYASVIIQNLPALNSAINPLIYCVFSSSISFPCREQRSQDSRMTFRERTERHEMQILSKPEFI
# Epigenetic derep: Quantitative High-Throughput Screen for Regulators of Epigenetic Control; 280,000 compounds, 0.2% hits; AID 1865, 2009; Potency, µM (titrated, usually from 53.9 µM), without a hit: at the top dose GFP activation, hits mostly activators; murine LDR cells, GFP reporter derepression, 30 h; further: potency means the concentration at half of the fitted maximal effect; % of control where 0% means no effect; nearly all actives have a fitted effect of over 60% in size
#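 In this reporter-derepression format, murine cells bearing a silenced integrated CMV-GFP locus incubate with test compound (30 h, 37 C), then are washed and imaged; fluorescent objects of 20–120 um count as induced cells.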
# CBFb RUNX1 block: qHTS Assay for Compounds Blocking the Interaction Between CBF-beta and RUNX1 for the Treatment of Acute Myeloid Leukemia | Runt-related transcription factor 1 (Homo sapiens) + Core-binding factor subunit beta … | AlphaScreen CBFb-His/RUNX1-biotin binding, biochemical | Potency, µM (highest dose often 59.8 µM), for the others: at the top dose activity, negative = inhibition, usual class: inhibitors | 230,000 tested, under 10 active | AID 1477, 2009; further: % of control where 0% means no effect
# Target sequence (Q01196 whole entry, looked up): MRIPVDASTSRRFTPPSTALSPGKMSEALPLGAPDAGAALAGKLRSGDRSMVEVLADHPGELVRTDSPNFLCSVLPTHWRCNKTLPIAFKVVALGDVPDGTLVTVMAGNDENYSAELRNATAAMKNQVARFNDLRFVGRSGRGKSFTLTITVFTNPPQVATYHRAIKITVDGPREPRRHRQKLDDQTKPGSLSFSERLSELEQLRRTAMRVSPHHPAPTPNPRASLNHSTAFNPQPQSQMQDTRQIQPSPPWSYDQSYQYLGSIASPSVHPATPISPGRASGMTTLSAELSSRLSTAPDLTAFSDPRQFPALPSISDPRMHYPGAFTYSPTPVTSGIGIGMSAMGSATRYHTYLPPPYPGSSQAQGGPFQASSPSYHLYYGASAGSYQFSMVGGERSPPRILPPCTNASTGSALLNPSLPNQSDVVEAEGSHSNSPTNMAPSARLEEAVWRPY
# Target sequence (Q13951 whole entry, looked up): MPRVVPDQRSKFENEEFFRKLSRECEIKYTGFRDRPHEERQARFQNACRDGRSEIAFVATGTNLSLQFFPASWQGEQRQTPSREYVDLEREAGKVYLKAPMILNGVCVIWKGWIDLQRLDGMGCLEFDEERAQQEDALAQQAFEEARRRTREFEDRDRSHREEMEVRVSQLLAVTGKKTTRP
#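 Room-temperature protein-protein interaction test with 30 nM each of His-tagged CBF-beta and biotinylated RUNX1, 15 min with compound, then 90 min with nickel plus streptavidin beads. Signal read in AlphaScreen mode.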
# Numbers without * were called inactive; u = inconclusive; x = no result given; [ ] = another dose, or the depositor's remark. Unless noted, the call rests on the fitted dose curve; in most records, active means well fitted curve in the direction sought with a large enough effect; inconclusive means small, poorly fitted or top-dose-only effect, or another doubt; inactive means no such curve, though single readings can be large; an effect the other way counts as inactive or inconclusive.
SMILES,Luc counter,LMNA splice mod,HttQ103 aggreg,IMPase Li cell,NPSR antagonist,Epigenetic derep,CBFb RUNX1 block
O=C(CN1CCN(Cc2ccc(F)cc2Cl)C1=O)NCCc1ccccc1,0%,-4%,-4%,6%[38.3 µM],-7%[46.1 µM],-0.2%,2%
CCOC(=O)c1c(N)sc(C(=O)N(C)C)c1C,-1%,12%,-7%,-5%[38.3 µM],-18%[46.1 µM],3.7%,2%
Cc1cnc(NC(=O)/C=C/c2ccc(Br)o2)s1,x,x,29%[9.22 µM],x,1%[7.67 µM],1.4%,4%
CCc1ccc(C(=O)/C=C/Nc2ccc(S(=O)(=O)Nc3cnc4ccccc4n3)cc2)cc1,x,x,8%[9.22 µM],x,-10%,3.2%,8%
C1=CC2CCC1ON2c1ccccc1 (stereo not drawn),1%,-2%,6%,-10%,8%,-0.3%,-7%
Cc1ccnc(NS(=O)(=O)c2ccc(NC(=O)c3ccc(S(=O)(=O)N(C)C)cc3)cc2)n1,-2%,x,17%,5%,2%,-2.7%,-2%
Cc1cccc(NCCC(=O)c2ccc(Br)cc2)c1,-2%,u,2%,25%[38.3 µM],-17%[46.1 µM],1.6%,-5%
Cc1nc(Cl)c2c(n1)N(CC(N)=O)C(=O)CO2,-1%,-3%,-10%,2%,8%,-1.0%,-8%
CC(=O)c1c(C)[nH]c(C(=O)Nc2ccc(C)c(S(=O)(=O)Nc3ccc(C)cc3C)c2)c1C,x,x,-4%[9.22 µM],x,-26%,-2.1%,-8%
Cc1ccc(NC(=O)COC(=O)C2=COCCO2)c([N+](=O)[O-])c1,-2%,x,5%,0%,13%,-5.4%,4%
O=C(CCCSc1nc2ccccc2[nH]1)NCc1ccccc1,-1%,-2%,9%,-2%,-6%[46.1 µM],0.0%,1%
Cc1ccccc1N1CC(=O)Nc2c(oc3nc(-c4ccccc4)cc(C)c23)C1=O,x,x,-14%[9.22 µM],x,-20%,-5.1%,1%
Cc1cccc(Oc2ncnc3oc(-c4ccccc4)cc23)c1C,-3%,-8%,6%,16%,-25%[46.1 µM],-1.0%,5%
O=C(CC1SC(=O)N(Cc2ccc(Cl)cc2)C1=O)Nc1nccs1 (stereo not drawn),-2%,-9%,-4%,4%,10%,0.0%,0%
COC(=O)c1c(N)nc(C)n1-c1ccc(OC)cc1,1%,9%,3%,2%[38.3 µM],-7%[46.1 µM],-1.1%,12%
NC(=O)COC(=O)c1ccc(-c2ccccc2)cc1,0%,-8%[46 µM],0%,-7%,3%,-0.4%,4%
CC(=O)Nc1cccc(CP(=O)(c2ccccc2)c2ccccc2)c1,x,x,-8%[9.22 µM],x,u,0.1%,4%
CCN(CC)c1ccc([N+](=O)[O-])cc1C(=O)N1CCOCC1,1%,x,6%[9.22 µM],14%,11%,2.4%,-5%
Cc1[nH]nc(N=Cc2c(O)n(C)c(=O)n(C)c2=O)c1-c1ccccc1,0%,9%,-11%,-3%[38.3 µM],-12%[46.1 µM],1.5%,4%
CCOc1ccc2ccccc2c1/C=N/NC(=O)CNC(=O)C(c1ccccc1)c1ccccc1,4%,-10%,-2%,1%,-34%,1.0%,-3%
Cc1ccc2nc(-c3cccc(Br)c3)cc(C(=O)NC3=NCCS3)c2c1,3%,x,4%[9.22 µM],10%,-25%,0.9%,1%
S=C1N(c2ccccc2)C(c2cccc3ccccc23)N2CCCN12 (stereo not drawn),5%,18%,-1%[9.22 µM],9%[38.3 µM],0%[46.1 µM],u,1%
CN(c1ccc(C(=O)N2CCCCC2)cc1)S(=O)(=O)c1ccccc1,0%,u,u,25%[38.3 µM],7%[46.1 µM],0.0%,10%
O=c1c(Br)c(N2CCCC2)cnn1-c1ccccc1,-1%,16%,2%,11%,-10%,0.1%,-1%

# A run of entries of the results above, as a working copy:
SMILES,Luc counter,LMNA splice mod,HttQ103 aggreg,IMPase Li cell,NPSR antagonist,Epigenetic derep,CBFb RUNX1 block
Cc1cccc(Oc2ncnc3oc(-c4ccccc4)cc23)c1C,-3%,-8%,6%,16%,-25%[46.1 µM],-1.0%,5%
O=C(CC1SC(=O)N(Cc2ccc(Cl)cc2)C1=O)Nc1nccs1 (stereo not drawn),-2%,-9%,-4%,4%,10%,0.0%,0%
COC(=O)c1c(N)nc(C)n1-c1ccc(OC)cc1,1%,9%,3%,2%[38.3 µM],-7%[46.1 µM],-1.1%,12%
NC(=O)COC(=O)c1ccc(-c2ccccc2)cc1,0%,-8%[46 µM],0%,-7%,3%,-0.4%,4%

# (continued)
SMILES,Luc counter,LMNA splice mod,HttQ103 aggreg,IMPase Li cell,NPSR antagonist,Epigenetic derep,CBFb RUNX1 block
Cc1ccccc1OCC(O)CN(Cc1ccccc1O)C1CCCCC1 (stereo not drawn),-4%,u,-18%,13%,-49%,3.2%,6%
CC1CCCC(NC(=O)CSc2nccn2C)C1C (stereo not drawn),3%,11%,-4%,-10%[38.3 µM],4%[46.1 µM],-0.1%,5%
CSc1nc(=O)n2cc(C)ccc2n1,-4%,x,4%,7%,16%,-1.4%,1%
CC(=O)Nc1ccc2c(c1)C(=O)N(c1ccc(C)cc1)C2=O,3%,7%,-7%[9.22 µM],u,-4%[46.1 µM],7.5%,-2%
CN(C)c1nc2c(c(=O)[nH]c(=O)n2C)n1Cc1ccccc1Br,-2%,0%,20%,5%[38.3 µM],0%[46.1 µM],2.1%,5%
Cc1nn(Cc2ccccc2)c(C)c1C(=O)NCCN1C(=O)S/C(=C\c2ccc(F)cc2)C1=O,0%,1%,-10%,0%,12%,0.0%,-2%
CCOC(=O)NC(CC(=O)O)c1ccc(OC)c(OC)c1 (stereo not drawn),17%,-9%,9%,13%[38.3 µM],1%[46.1 µM],-3.0%,3%
O=C(COc1ccc(Br)cc1CNC1CCCCC1)NCCc1ccccc1,1%,-19%[46 µM],-4%,22%,-54%,-0.6%,15%
O=C(O)/C=C/C(=O)NCC1CCC(CNC(=O)/C=C/C(=O)O)CC1 (stereo not drawn),x,x,16%[9.22 µM],x,8%,0.0%,4%
Cc1nn(CC(=O)Nc2ccccn2)c(=O)c2ccccc12,1%,7%,u,-3%[38.3 µM],-9%[46.1 µM],-1.1%,1%
CC(C)N(C(=O)COC(=O)[C@H](C)NC(N)=O)c1ccccc1,-1%,-1%[46 µM],-7%,-1%,6%,-1.1%,2%
COc1ccc(C(=O)O/N=C(\N)c2ccncc2)cc1OC,-4%,-12%,29%,-1%,25%,0.0%,-1%
O=C(c1ccc(-c2ccccc2)cc1)C1CCCN(C(=O)c2ccncc2)C1 (stereo not drawn),-4%,u,0%[9.22 µM],1%,-3%,0.0%,5%
CC(C)NC(=O)CN1CCN(C(=O)CCl)CC1,-6%,x,-1%,5%,12%,0.4%,-9%
O=C(NCc1cccnc1)c1ccccc1-c1ccccc1,1%,-10%[46 µM],u,12%,12%,-5.1%,5%
CSc1cccc(CN2CCC(CO)(Cc3ccccc3)CC2)c1,-3%,x,-12%[9.22 µM],29%,43%,1.0%,1%
O=C(NCCCO)c1nnc(Cc2c(F)cccc2Cl)o1,0%,-6%,4%,22%[38.3 µM],5%[46.1 µM],0.8%,2%
CC1=C(C#N)C(C)C2=C(CC(C)(C)CC2=O)N1 (stereo not drawn),-5%,-4%,u,-25%[38.3 µM],-5%[46.1 µM],-1.0%,6%
CC(=O)Nc1ccc(S(=O)(=O)N(C)c2ccc(OCC(=O)OCC(=O)NCc3ccco3)cc2)cc1,x,x,-12%[9.22 µM],x,14%,-2.8%,-3%
O=C(NCCc1nc2ccccc2[nH]1)c1ccc([N+](=O)[O-])cc1,x,x,-6%[9.22 µM],x,-3%,-1.7%,-6%
Cc1cc2cc(CN(Cc3ccc4c(c3)OCO4)C(=O)c3ccco3)c(=O)[nH]c2cc1C,0%,u,-21%,-9%[38.3 µM],-23%[46.1 µM],-9.0%,2%
Cc1c(C(=O)OCC(=O)N2c3ccccc3CC2C)oc2ccccc12 (stereo not drawn),1%,u,-7%,6%[38.3 µM],u,12%,27%
Cc1cc(C)c(C#N)c(SC(C(=O)NC(C)(C)C)c2ccccc2)n1 (stereo not drawn),x,x,7%[9.22 µM],x,15%,2.9%,3%
O=C(O)CC(C(=O)O)n1nc(-c2ccccc2)cc1-c1ccccc1 (stereo not drawn),-2%,-1%,5%,-2%[38.3 µM],-11%[46.1 µM],3.7%,6%
CCOc1ccc2nc(NCCNC(=O)CC)c(C#N)cc2c1,12%,4%,-14%,-8%[38.3 µM],2%[46.1 µM],-0.8%,8%
O=C(NCc1cn(-c2ccccc2)nc1-c1ccccc1)c1cc([N+](=O)[O-])cc([N+](=O)[O-])c1,-4%,3%,7%,3%[38.3 µM],-1%[46.1 µM],-3.3%,-14%
CC(C)CCN1CCN(Cc2ccc(C(F)(F)F)cc2)CC1CCO (stereo not drawn),0%,-10%[46 µM],-11%[9.22 µM],2%,13%,0.0%,6%
O=C(Nc1ccc(-c2ccc([N+](=O)[O-])cc2)cc1)c1ccccc1F,-1%,u,u,-10%,-20%,-4.1%,-3%
CC1Cc2ccccc2N1C(=S)NC(=O)C1(C)CC1(Cl)Cl (stereo not drawn),1%,u,u,u,-6%,-1.4%,-9%
CCCN(CC(=O)Nc1ccc(C(N)=O)cc1)CC(=O)Nc1cc(Cl)ccc1Cl,1%,30%[46 µM],37%,-4%,-4%,4.9%,2%
O=C(Nc1ccccc1Oc1ccccc1)c1ccccc1F,4%,u,2%,13%,-18%,0.0%,u
COc1cccc(NC(=O)NCc2ccc(F)cc2)c1,-5%,7%[46 µM],-8%,1%,-8%,-0.6%,-1%
O=C(CCCn1c(=O)[nH]c2ccccc2c1=O)NCCSCc1ccccc1,x,x,-16%,8%,-7%,-0.4%,4%
O=C(NNC(=S)NC(=O)c1ccccc1[N+](=O)[O-])c1ccccc1O,-2%,-15%[46 µM],8%[9.22 µM],9%,-8%,0.0%,u
COC(=O)c1cn(C(=O)c2ccccc2Cl)c2ccccc12,-2%,x,10%,15%,-41%,1.5%,29%
COCc1cc(=O)n2[nH]c(C)cc2n1,-2%,-6%,-12%,1%[38.3 µM],-3%[46.1 µM],-0.9%,-1%

# The list is partial; rates above refer to the full screens.
